# Screening data: PubChem, several laboratories
# S1P3 ag: activates the human S1P3 receptor | S1P3 NFAT-BLA reporter cells, agonism, FRET ratio; relative to 1 µM S1P, basal subtracted | actives 0.1% (n = 60,000) | Q99500 | activation, % at 4.5 µM;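 active = activation above the screen-wide mean plus 3 SD, cut at about 4.5% in these data, passing the limit was not always enough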; note: some compounds called inactive have numbers as strong as hits
#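 Assay system: CHO cells stably expressing human S1P3, Gα16 and NFAT-β-lactamase reporter. Timing: overnight plating, 4 h compound 37 °C, 2 h substrate RT. Signal: β-lactamase FRET emission ratio 460/535 nm. Measure: percent activation versus median 1 µM S1P response, basal-subtracted, per plate. Repeats: primary screen single test, confirmation screen in triplicate.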
# M1 ag: agonists of M1 muscarinic receptor; CHO-M1 cells, Fluo-4 calcium fluorescence, agonist mode; stronger effect = higher value; B-score at 10 µM; actives 3% (n = 64,000);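 active = fluorescence rise, raw or as B-score row- and column-corrected plate score, outside the 99.7% band of its plate's samples, either direction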
# D1 mod: D1 dopamine receptor (human) allosteric modulation; P21728; HEK293 D1, CRE-luciferase, dopamine EC30 potentiation; actives deviate in either direction; B-score at 10 µM; actives 5.9% (n = 58,000); AID 641;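 active = luminescence count or its row- and column-corrected plate score outside the 99.7% band of the plate's sample wells, on either side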
# TNAP act mid DEA: activators of human TNAP at intermediate phosphate acceptor | P05186 | purified TNAP, CDP-star luminescence, 100 mM DEA, 30 min; stronger effect = higher value; scale: 0 levamisole-inhibited, 1 vehicle-only enzyme | activation factor at 20 µM | 64,000 tested, under 10 active;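 active = activation factor of at least 2 at 20 µM, relative to controls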
# E coli RNAP: Escherichia coli RNA polymerase inhibition; P0A8V2; E. coli RNA polymerase, fluorescence transcription assay; inhibition, %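 (tested at 10 µM)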; actives 0.2% (n = 62,000); AID 559; in the data active = inhibition above about 20%;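 note: 0% = enzyme without compound and 100% = no enzyme blank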
# Target sequence (P0A8V2 whole entry, looked up): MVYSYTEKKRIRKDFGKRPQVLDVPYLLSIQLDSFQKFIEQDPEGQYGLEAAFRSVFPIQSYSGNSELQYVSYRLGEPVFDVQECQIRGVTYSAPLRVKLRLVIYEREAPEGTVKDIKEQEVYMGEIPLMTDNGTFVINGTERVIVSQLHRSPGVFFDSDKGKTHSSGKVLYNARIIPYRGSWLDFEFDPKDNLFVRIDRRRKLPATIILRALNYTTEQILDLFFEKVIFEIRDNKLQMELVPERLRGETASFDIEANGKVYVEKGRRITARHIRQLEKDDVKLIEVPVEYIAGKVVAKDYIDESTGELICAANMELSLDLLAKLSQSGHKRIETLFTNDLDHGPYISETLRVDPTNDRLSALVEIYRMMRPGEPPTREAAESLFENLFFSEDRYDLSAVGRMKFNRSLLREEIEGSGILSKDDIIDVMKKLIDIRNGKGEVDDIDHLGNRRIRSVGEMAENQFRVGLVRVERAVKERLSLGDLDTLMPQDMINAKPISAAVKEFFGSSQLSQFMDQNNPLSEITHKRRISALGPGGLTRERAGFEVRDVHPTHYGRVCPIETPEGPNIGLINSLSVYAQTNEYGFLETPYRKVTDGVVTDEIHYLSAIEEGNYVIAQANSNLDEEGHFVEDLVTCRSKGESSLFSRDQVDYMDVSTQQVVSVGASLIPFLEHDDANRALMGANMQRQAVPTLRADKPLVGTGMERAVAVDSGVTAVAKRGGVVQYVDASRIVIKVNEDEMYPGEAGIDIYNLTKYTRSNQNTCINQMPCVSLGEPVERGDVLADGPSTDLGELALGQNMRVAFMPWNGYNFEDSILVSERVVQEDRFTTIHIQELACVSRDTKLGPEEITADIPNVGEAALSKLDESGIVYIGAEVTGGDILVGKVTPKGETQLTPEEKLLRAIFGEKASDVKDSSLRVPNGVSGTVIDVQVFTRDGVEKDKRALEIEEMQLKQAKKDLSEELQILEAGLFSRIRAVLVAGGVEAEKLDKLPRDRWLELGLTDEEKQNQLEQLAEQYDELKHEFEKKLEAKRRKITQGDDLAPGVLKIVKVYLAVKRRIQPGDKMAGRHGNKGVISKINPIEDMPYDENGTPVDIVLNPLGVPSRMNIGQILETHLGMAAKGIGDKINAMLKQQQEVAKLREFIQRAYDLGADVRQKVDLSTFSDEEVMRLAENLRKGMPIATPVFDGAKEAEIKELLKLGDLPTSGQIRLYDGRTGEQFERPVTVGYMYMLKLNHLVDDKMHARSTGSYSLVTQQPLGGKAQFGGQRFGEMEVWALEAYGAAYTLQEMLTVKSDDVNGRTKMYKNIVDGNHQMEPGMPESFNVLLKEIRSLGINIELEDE
# S1P1 ag pot: agonists and agonism potentiators of human S1P1 receptor | P21453 | AID 449 | S1P1 CRE-bla cells, forskolin, beta-lactamase FRET, potentiator mode; S1P1 agonist co-added at EC20, 2 nM; 100% = saturating reference agonist, 0% = basal | activation, % at 9.5 µM | actives 0.57% (n = 56,000);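 active = activation above a cutoff set at the mean activation of all tested compounds plus 3 SD, cut at about 54% in these data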;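 note: forskolin at 4 µM as EC80 and the EC20 agonist is SEW2871; 100% = SEW2871 at its EC100 plus forskolin at EC80; some compounds past the cut are filed as inactive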
# Jurkat tox 60K: cytotoxic compounds reducing Jurkat cell viability; actives 1.2% (n = 56,000); inhibition, % at 4 µM; Jurkat E6.1 viability, ATP luminescence, 48 h; AID 463;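 active = inhibition above the mean inhibition of all tested compounds plus 3 SD, cut at about 28% in these data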
# HEK293 NFkB inh: inhibitors of the PMA/ionomycin-induced NF-kB reporter in HEK293 cells | HEK-293 NF-kB luciferase reporter, luminescence | AID 465 | inhibition, % at 3 µM | actives 0.21% (n = 62,000);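 active = inhibition above the mean of all tested compounds plus 3 SD, cut at about 40% in these data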;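 note: 0% = stimulated DMSO wells and 100% = 10 µM reference inhibitor 5653914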
#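 Timing: 1 h pretreatment, 16 h stimulation, 37 °C; system: HEK-293 cells with stable firefly luciferase reporter driven by four HIV NF-kB elements; doses: 3 µM once, 0.30% DMSO; measured by: luciferase luminescence; control set: DMSO and 10 µM reference inhibitor; repeats: single test; reagent: PMA plus ionomycin mix as NF-kB-activating stimulus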
# M1 antagonist: antagonists of rat M1 muscarinic receptor; P08482; CHO-M1 cells, Fluo-4 calcium, ACh EC80 antagonist mode; stronger effect = lower value; B-score at 10 µM; actives 3.4% (n = 64,000); AID 628;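 active = calcium fluorescence response, raw or row-and-column corrected B-score, differing from the plate sample mean either way at a set confidence level, mostly lower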
# The depositor's hits bear a star; x = no result given.
(1) COc1ccc(CC(=O)NC(C)c2nnc(SCc3nc4ccccc4c(=O)[nH]3)n2C)cc1 (configuration not stated)
(2) CCOC(=O)Cc1csc(NC(=O)c2c(-c3c(F)cccc3Cl)noc2C)n1
(3) CN(c1ccccc1)c1ccc(/C=c2\s/c(=C(/C#N)C(=O)C(C)(C)C)n(Cc3ccco3)c2=O)cc1
(4) CSc1nc2ccc3nc(NC(=O)c4cccs4)sc3c2s1
(5) CCOC(=O)c1c(C)oc2cc(Br)c(O)c(Br)c12
(6) CCN(CC(=O)Nc1ccc2c(c1)OCCO2)CC(=O)Nc1cc(C)on1
(7) CN1CCC(N(C)C(=O)c2ccccc2Nc2ccc(SC(F)F)cc2)CC1
(8) CC1CCC(C(=O)NC(C(=O)NCCCN2CCOCC2)C(C)C)CC1 (configuration not stated)
(9) Cn1c(NC(=O)c2ccccc2Br)cc(=O)n(C)c1=O
(10) COc1ccc(-n2nc(C(=O)NCc3ccco3)c3c4ccccc4n(C)c3c2=O)cc1Cl

assay / entry	1	2	3	4	5	6	7	8	9	10
S1P3 ag	-0.2	-1.1	-2.0	0.1	-0.1	-0.4	-0.8	0.1	0.3	-0.4
M1 ag	-0.4	0.0083	-1.6	-0.7	0.42	1	-0.29	0.63	0.74	x
D1 mod	-0.62	-0.7	x	-1.5	7.9*	-0.12	-0.91	-0.014	0.29	x
TNAP act mid DEA	1	0.9	0.5	0.9	1	1	0.9	1	1	0.9
E coli RNAP	3	4	2	4	12	4	5	0	7	10
S1P1 ag pot	x	4	17	-2	-13	-19	6	9	-16	-23
Jurkat tox 60K	5	-4	4	-3	-17	-4	2	-4	-2	0
HEK293 NFkB inh	12	4	14	-69	13	11	5	15	15	21
M1 antagonist	-0.3	-0.57	-1.5	0.41	0.37	0.056	-0.78	0.54	0.057	x

(11) CCOCCn1c(CN2CCCC(C)C2)nc2c1c(=O)n(C)c(=O)n2C (configuration not stated)
(12) O=C(Nc1cccc2ccccc12)N1CCN(c2ccc(F)cc2)CC1
(13) CC(NS(=O)(=O)c1ccc(Br)cc1)C(c1cccs1)N1CCN(C)CC1 (configuration not stated)
(14) CCC(OC(=O)C(NC(=O)c1ccccc1)c1ccccc1)C(=O)Nc1cc(C)on1 (configuration not stated)
(15) COc1ccc(C)cc1S(=O)(=O)Nc1ccc(F)c(Cl)c1
(16) COc1ccc(S(=O)(=O)N(CCCN2CCOCC2)Cc2ccc(OC)c(OC)c2)cc1
(17) O=C(O)CCc1nc(-c2ccccc2)no1
(18) Cc1cc(N2CCN(C3CCCCC3)CC2)n2nc(C)nc2n1
(19) O=C(CS(=O)(=O)c1cn(Cc2cccc(F)c2)c2ccccc12)N1CCCCC1
(20) CCc1ccc2[nH]c(=O)c(CN(Cc3ccccc3OC)Cc3nnnn3Cc3ccco3)cc2c1

assay / entry	11	12	13	14	15	16	17	18	19	20
S1P3 ag	-0.2	1.3	-1.2	0.0	-1.0	-0.5	-1.2	-0.9	x	-1.0
M1 ag	0.81	-0.033	-0.41	0.22	x	0.21	-0.98	0.67	-0.043	x
D1 mod	0.2	-0.29	-1.9	0.88	x	-1.6	-0.78	-0.26	-0.0025	x
TNAP act mid DEA	0.9	0.9	1	0.9	1	0.9	0.9	0.9	1	1
E coli RNAP	5	5	7	x	2	-5	2	-4	6	3
S1P1 ag pot	-4	-23	10	-10	-12	-16	-10	7	x	-33
Jurkat tox 60K	-11	-10	-4	-5	8	-3	0	11	x	2
HEK293 NFkB inh	10	-6	6	-10	11	5	10	20	18	20
M1 antagonist	0.022	-0.18	-1.4	0.16	x	0.44	0.42	-1.3	0.6	x

# Entries of single compounds from above:
# COc1ccc(S(=O)(=O)N(CCCN2CCOCC2)Cc2ccc(OC)c(OC)c2)cc1 across the screens: S1P3 ag = -0.5; M1 ag = 0.21; D1 mod = -1.6; TNAP act mid DEA = 0.9; E coli RNAP = -5; S1P1 ag pot = -16; Jurkat tox 60K = -3; HEK293 NFkB inh = 5; M1 antagonist = 0.44
# CN1CCC(N(C)C(=O)c2ccccc2Nc2ccc(SC(F)F)cc2)CC1 across the screens: S1P3 ag = -0.8; M1 ag = -0.29; D1 mod = -0.91; TNAP act mid DEA = 0.9; E coli RNAP = 5; S1P1 ag pot = 6; Jurkat tox 60K = 2; HEK293 NFkB inh = 5; M1 antagonist = -0.78

# New compounds follow.
(21) CCC1CCCCN1C(=O)CSc1nnc(-c2ccco2)o1 (configuration not stated)
(22) COc1ccc(S(N)(=O)=O)cc1C(=O)NCC1(N2CCCCC2)CCCCC1
(23) O=C1CC(c2ccccc2)n2nc(NC(=O)c3cccs3)nc2N1 (configuration not stated)
(24) COc1ccc(S(=O)(=O)NC2CCCCC2)cc1C
(25) O=C(C1CCC(CNc2c(N3CCCCC3)c(=O)c2=O)CC1)N1CCCCC1 (configuration not stated)
(26) COc1ccc(CN2C(=O)c3cccnc3C2Nc2cc(Cl)ccc2OC)cc1 (configuration not stated)
(27) CCNc1sc(C(=O)c2cccs2)c(N)c1C#N
(28) COCCNC(=O)CN(C(=O)CCC(=O)Nc1cc(C)on1)c1cccc(C)c1C
(29) O=C(NCCc1ccccc1)C(c1cccs1)N(C(=O)c1csnn1)C1CC1 (configuration not stated)
(30) COC(=O)C1(C(O)C(=O)c2ccc(C)cc2C)CCCCC1 (configuration not stated)

assay / entry	21	22	23	24	25	26	27	28	29	30
S1P3 ag	-0.7	1.2	-1.8	0.9	0.4	1.1	1.2	-0.3	0.0	-0.6
M1 ag	-1	0.25	-0.06	0	1.4	4.8*	0.83	0.29	0.41	-0.019
D1 mod	-1	-0.029	-0.092	-0.41	x	12*	18*	0.75	-0.65	-0.44
TNAP act mid DEA	0.9	0.9	0.9	0.9	1	0.8	0.9	0.9	0.9	0.9
E coli RNAP	6	9	1	13	8	-13	17	2	10	4
S1P1 ag pot	12	6	-8	-1	-7	1	-4	10	7	0
Jurkat tox 60K	-2	-10	6	0	-6	-4	x	6	-8	2
HEK293 NFkB inh	-23	10	8	4	10	10	x	-10	15	10
M1 antagonist	0.3	0.44	1.1	-0.59	0.84	1.1	0.55	0.56	0.74	-1.5

(31) O=C(NC1CCS(=O)(=O)C1)c1cnccn1 (configuration not stated)
(32) COc1cc(NS(=O)(=O)c2ccc(OC)c(OC)c2)cc(OC)c1
(33) CSc1nc(-c2ccccc2)nc2[nH]ccc(=O)c12
(34) CC(=O)c1ccc(NC2c3ncccc3C(=O)N2Cc2ccc(F)cc2)cc1 (configuration not stated)
(35) O=C(O)COc1cccc(NC(=O)C2CCCO2)c1 (configuration not stated)
(36) CCN(CC)CCCN1C(=O)C(=O)/C(=C(/O)c2c(C)nc3ccccn23)C1c1ccc(C)o1 (configuration not stated)
(37) CC(C)n1c(SC2C(=O)CC(C)(C)CC2=O)nc2c1c(=O)n(C)c(=O)n2C
(38) CCN=C(Nc1ccc2c(c1)OCO2)SC1CC(=O)N(c2ccccc2F)C1=O (configuration not stated)
(39) COc1cc(SC)ccc1C(=O)Nc1ccccc1C#N
(40) O=C(Cn1c(SCC(=O)N2CCCc3ccccc32)nc2ccccc21)N1CCCC1

assay / entry	31	32	33	34	35	36	37	38	39	40
S1P3 ag	x	-1.0	-0.9	0.2	-0.8	0.3	0.3	-1.1	-1.4	-1.3
M1 ag	-1.6	-0.91	-0.03	0.013	0.2	-0.17	1.8	-0.3	-0.0068	-1.1
D1 mod	x	0.52	0.21	0.078	x	0.11	0.59	6.4*	x	1.2
TNAP act mid DEA	0.9	0.9	0.9	1	0.9	1	0.8	0.9	0.8	0.9
E coli RNAP	2	5	0	6	0	13	9	5	4	9
S1P1 ag pot	x	7	x	-2	-19	6	-9	-14	-8	-3
Jurkat tox 60K	x	-1	-14	-4	5	-8	2	5	6	4
HEK293 NFkB inh	12	5	8	17	1	14	10	10	-10	12
M1 antagonist	-0.21	0.071	-0.15	1.1	-0.22	-1.3	0.88	0.14	-0.0076	0.017

(41) Cn1c(COc2ccccc2)nnc1SCc1cc(=O)[nH]c2ccccc12
(42) Cc1nc2ccc(S(=O)(=O)NC(C(=O)NCc3cccs3)C(C)C)cc2s1 (configuration not stated)
(43) O=C(Oc1cccc2c(O)cccc12)c1ccccc1
(44) CS(=O)(=O)N1CCCC(C(=O)NCCCN2CCc3ccccc3C2)C1 (configuration not stated)
(45) O=C(C1CC(=O)N(c2ccccc2)C1)N1CCN(C2=NS(=O)(=O)c3ccccc32)CC1 (configuration not stated)
(46) O=c1cccc(-c2ccc(Br)cc2)o1
(47) O=C(NCCc1nc2ccccc2[nH]1)c1ccc(F)cc1
(48) CC(C)(C)NC(=O)CSc1nnc(C2CC2)n1Cc1ccccc1
(49) COc1cccc(C(=O)N2CCN(Cc3cccc(F)c3)CC2)c1
(50) CCOC(=O)CC(=O)CSc1nc(C)nc2c1oc1ccccc12

assay / entry	41	42	43	44	45	46	47	48	49	50
S1P3 ag	-0.6	-0.7	-0.2	-0.5	0.6	0.0	-0.5	-1.1	-0.3	-0.2
M1 ag	-0.46	1.6	0.36	0.65	1.3	0.0086	0.26	0.13	x	-0.42
D1 mod	0.00023	0.012	0.77	-1.1	0.1	1.1	-1.2	x	x	1.8
TNAP act mid DEA	1	1	0.9	0.8	1	0.9	0.9	1	0.9	0.9
E coli RNAP	x	-3	-3	8	10	5	2	8	5	13
S1P1 ag pot	8	-9	-4	-12	-1	-6	x	-2	5	-10
Jurkat tox 60K	-7	-5	8	-7	2	0	11	-1	-1	-1
HEK293 NFkB inh	9	10	14	-2	12	11	18	14	14	25
M1 antagonist	0.55	-0.0091	0.35	0.087	0.023	0.13	1.3	-0.46	x	-0.36

(51) CCCc1cc(=O)[nH]c(SCC(=O)N2CCC(C(=O)OCC)CC2)n1
(52) COC(=O)C1=C(C)NC(=O)NC1c1cn(-c2ccccc2)nc1-c1cccs1 (configuration not stated)
(53) O=C1CCCc2nc3nc4ccccc4n3cc21
(54) CCC(=O)Nc1cccc(-c2nc3ccccc3c(=O)o2)c1
(55) CCCOc1cccc(C2/C(=C(/O)c3ccccc3)C(=O)C(=O)N2CCN(C)C)c1 (configuration not stated)
(56) CCOc1ccc2[nH]cc(C(=O)N3CCN(CC)CC3)c(=O)c2c1
(57) O=C(CS(=O)(=O)Cc1ccccc1)N1CCN(c2cccc(C(F)(F)F)c2)CC1
(58) COC(=O)c1c(C)oc2ccc(NS(=O)(=O)c3cccs3)cc12
(59) CCS(=O)(=O)N1CCCC(C(=O)NCCCN2CCCC2=O)C1 (configuration not stated)

assay / entry	51	52	53	54	55	56	57	58	59
S1P3 ag	x	x	0.7	-0.4	-2.6	0.1	-0.7	x	-0.6
M1 ag	-0.9	-1.1	-0.19	-0.75	0.74	-1	-1.6	-0.39	0.8
D1 mod	1	1.8	x	0.56	-0.77	-0.14	0.47	0.82	-0.09
TNAP act mid DEA	0.9	0.9	0.9	1	0.9	1	0.9	0.9	0.9
E coli RNAP	5	-2	8	-2	11	-2	0	-5	5
S1P1 ag pot	x	x	-12	-13	1	-6	-5	x	-19
Jurkat tox 60K	x	x	-1	-1	x	-5	1	x	-2
HEK293 NFkB inh	6	7	8	11	x	-6	-8	4	7
M1 antagonist	-0.42	-2.7*	1.1	-1.6	0.48	0.27	-1.5	-1.5	-0.15
